TNAP activators = stimulation of alkaline phosphatase TNAP activity – biochemical, luminescent, no phosphate acceptor, uHTS, primary screen (AID 1001). purified TNAP, luminescent activation assay, no phosphate acceptor; higher activation fold means a stronger effect. activation fold at 20 µM, or EC50 in µM where a hit was titrated. 200,000 tested, 0.03% active; in the data active = activation fold from about 3, or a potency from the dose series; inactive = the rest, 99 in 100 with activation fold below about 1.6; also: many of its hits are not listed in these tables
M1AAP inhibition = malaria alanyl aminopeptidase activity blockers – biochemical, fluorogenic H-Leu-NHMec substrate, 1536-well (AID 1445). recombinant M1AAP, H-Leu-NHMec fluorogenic kinetic assay; higher % means a stronger effect. one-dose inhibition, % at 30 µM; IC50 in µM for titrated hits. 220,000 tested, 0.42% active;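 active = primary inhibition above the hit cutoff, then over 50% inhibition at one or more dose response concentrations, cut at about 23% in these data, passing the limit was not always enough; inconclusive = conflicting primary data, or primary hits not chosen for dose response; inactive = low primary inhibition, or under 50% at every dose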;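 also: plate controls were DMSO full reaction for no effect and no enzyme background for full effect; strong numbers were not always called active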
Myeloid diff 2 = myeloid differentiation induction; calls only at 10 µM; 360,000 tested, 1% active; ER-HoxA9 myeloid progenitors, lysozyme-GFP differentiation, flow cytometry;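 active = normalized GFP-positive differentiation at or above the plate's own cutoff, the solvent-only control mean plus 3 SD; inconclusive = no clear call, values can overlap the other calls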;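 also: cells exposed to compound for four days before flow analysis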
PMI inhibitors = inhibitors of human PMI, primary screen, biochemical, fluorescence intensity, coupled assay (AID 1209); purified PMI enzyme, coupled fluorescence intensity; higher % means a stronger effect; 190,000 tested, 0.42% active; inhibition, % at 20 µM; hits with a dose series show IC50 in µM;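 also: plate controls were DMSO vehicle for no effect and wells lacking substrate for full effect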
Lipid droplet = modulators of hepatic lipid droplet formation; inhibition, % at 6.5 µM; AML12 mouse hepatocytes, oleate lipid droplets, BODIPY imaging; 240,000 tested, 0.4% active; AID 1656;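 active = lipid droplet intensity inhibited by at least 50%, with more than 500 cells counted; inconclusive = wells with under 300 cells, treated as cytotoxic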
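Material: mouse AML12 hepatocyte cell line, fixed after treatment; Timing: compound with oleate, overnight; Technique: high-content imaging of BODIPY-stained droplets and DAPI nuclei; Probe or stimulus: oleate, 100 µM final; Dosing: compound at 6.5 µM only.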
UTI89 phage lysis = inhibition of K1F phage lysis, E. coli UTI89, bacterial capsule biogenesis inhibitors, alamar blue (AID 488966); E. coli UTI89 K1F phage lysis, alamar blue, 2 h; higher % means a stronger effect; inhibition, % at 100 µM; hits with a dose series show IC50 in µM; 340,000 tested, 0.02% active;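 active = phage lysis inhibition, versus mean bacterial control, above a set limit; inconclusive = no clear call, values can overlap the other calls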;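 also: capsule biogenesis inhibitors block K1F phage lysis so surviving cells raise fluorescence; higher fluorescence means more inhibition of phage lysis; actives were called in the ten point dose series up to 300 µM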
CSM14.1 death rescue = rescue of cells from ER stress-induced death, primary screen, 384-well, CSM14.1, thapsigargin, ATP luminescence (AID 1222); CSM14.1 thapsigargin-induced death rescue, ATP luminescence; higher % means a stronger effect; 190,000 tested, under 10 active; cellular ATP content (survival), % at 20 µM, or EC50 in µM where a hit was titrated;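 active = EC50 below 50 µM in the dose-response confirmation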;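 also: death triggered by thapsigargin at about 15 µM added after 2 h compound pretreatment; cell ATP read after overnight thapsigargin exposure of roughly 18 to 22 hours; normalized against plate controls of thapsigargin alone and 5% DMSO vehicle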
PMI inhibition = human PMI inhibitors, high substrate, primary screen, biochemical, fluorescence intensity, high mannose 6-phosphate (AID 1220); recombinant PMI enzyme, coupled fluorescence intensity; higher % means a stronger effect; one-dose inhibition, % at 20 µM; IC50 in µM for titrated hits; 190,000 tested, 0.66% active
WT yeast gro inh = growth inhibition of WT yeast, mitochondrial fusion screen; mitochondrial fusion phenotypic screen, WT strain; inhibition, % at 10 µM; 190,000 tested, 2.1% active; in the data active = inhibition above about 58%; tested in S. cerevisiae
WT yeast gro inh mutant strain = also measured in WT yeast gro inh; calls as there; inhibition, %; mitochondrial fusion phenotypic screen, mutant strain inhibition
Lipid droplet cells 6.5 µM = second read-out of Lipid droplet, no call of its own (marks repeat the call); cell count; measured here: cell count, cytotoxicity flag;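 cells counted across two imaged fields per well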
Myeloid diff 2 GFP+ MAC1+ % = second read-out of Myeloid diff 2, no call of its own (marks repeat the call); GFP+ MAC1+ double positive, %; measured here: differentiation confirmed by MAC1 staining
* marks the source's active call; other numbers are inactive results; i = inactive; u = inconclusive; x = not tested or not shown; + = active, no number; & = joins results of further samples; [ ] = another dose, or the depositor's remark. Rule as the data show it, unless noted: active = inhibition above about 50%; inactive = the rest.

SMILES	TNAP activators	M1AAP inhibition	Myeloid diff 2	Myeloid diff 2 GFP+ MAC1+ %	PMI inhibitors	Lipid droplet	Lipid droplet cells 6.5 µM	UTI89 phage lysis	CSM14.1 death rescue	PMI inhibition	WT yeast gro inh	WT yeast gro inh mutant strain
CC(NC1=NCCS1)c1ccccc1 (configuration not stated)	1.2	18%	i	0.0	0%	12	646	0.3%	-0.3%	3%	-9	22
CN1CCN(Cc2ccccc2C(F)(F)F)CC1	1.1	-14%	i	0.6	3%	x	x	0.1%	4.3%	1%	10	1
CCN1CCN(Cc2cc(Br)cc(OC)c2O)CC1	1.1	2%	x	x	22%	11	692	i	x	18%	6	4
CCCN1CCC2(CC1)NC(CO)(CO)CO2	1.1	7%	i	1.0	1%	-29	698	-0.3%	-1.3%	3%	1	-4
C=C(C)CSc1nnc([C@@H](N)Cc2ccccc2)o1	x	10%	i	0.5	x	4	732	0.9%	x	x	x	x
O=C(C[N+]12CCC(CC1)C(C(O)(c1ccccc1)c1ccccc1)C2)c1ccc(Br)cc1 (configuration not stated)	x	2%	i	0.2	x	-24	704	2.6%	x	x	x	x
CCOc1ccc(NC(=O)c2c(C)nn(Cc3ccccc3)c2Cl)cc1	1.1	8%	i	1.6	15%	-32	671	2.0%[50 µM]	1.0%	10%	-6	7
COc1ccc(N2C(=O)/C(=C/C=C/c3ccccc3[N+](=O)[O-])C(=O)NC2=S)cc1	0.9	16%	x	x	-20%	0	680	x	2.1%	-12%	-11	-5
CN1CCN(c2cn[nH]c(=O)c2Cl)CC1	1.1	4%	i	0.4	16%	-3	613	0.1%	-0.3%	15%	-6	-9
COC(=O)C(O)(c1ccc(N(C)C(=O)OC(C)C)cc1)C(F)(F)F (configuration not stated)	1.2	-2%	i	13	-3%	2	797	0.6%	-0.6%	4%	-13	16
Cn1cccc1/C=C1/C(=O)NC(=O)N(C(C)(C)C)C1=O	x	2%	i	0.1	x	-13	675	1.4%	x	x	x	x
COc1cccc(C(=O)C2CCCN(Cc3ccon3)C2)c1 (configuration not stated)	1	-4%	i	0.1	12%	-4	632	-0.4%	1.9%	9%	14	10
CCCN(CC#CCOc1ccc(OC)cc1)CCC	1.1	-5%	i	2.5	2%	x	x	2.8%	1.6%	-5%	-2	13
Cc1c(C(c2ccc(O)cc2)c2c(O)c3ccccc3oc2=O)c(=O)n(-c2ccccc2)n1C (configuration not stated)	1.1	18%	i	0.9	-6%	1	600	-4.9%	0.2%	0%	-25	-14
Cc1ccsc1C(=O)C1CCCN(Cc2cnc(N)nc2)C1 (configuration not stated)	x	6%	i	0.5	x	3	750	0.5%	x	x	x	x
Cc1c(N)c(C)c([N+](=O)[O-])c(C)c1[N+](=O)[O-]	1.1	x	i	0.3	1%	-1	692	0.8%	-0.3%	-1%	8	-5
CN(C)C(=O)Oc1ccc(Cl)c2cccnc12	1.1	-4%	i	0.5	-14%	-21	733	0.0%	0.3%	-14%	-1	-5
O=C1N(c2cccc(Cl)c2)C(c2cccnc2)N2CCCN12 (configuration not stated)	1.1	1%	i	0.5	-7%	5	713	-0.1%	-4.6%	-6%	-6	4
OC1/C(=C/c2ccc(F)cc2)N2CCC1CC2 (configuration not stated)	1.1	-3%	i	0.3	-4%	x	x	0.1%	-0.3%	-4%	-7	1
CN1CCN(c2ccc(F)cc2N)CC1	1.1	5%	i	0.5	-7%	2	711	0.1%	x	-1%	-11	-17
CC(=O)Nc1ccccc1OP1(=O)COc2ccccc2OC1	1.1	15%	i	1.2	9%	7	789	0.4%	-2.1%	-6%	-15	9
Cc1cc(Cl)ccc1OCCCC(=O)NCc1cccs1	1.2	10%	i	0.4	18%	-2	470	0.2%	-0.7%	7%	10	-8
COc1ccc(C(=O)C2CCCN(Cc3ccon3)C2)cc1OC (configuration not stated)	1	-2%	i	0.1	3%	20	764	0.7%	-0.9%	-1%	7	3
Cc1ccccc1C(=O)NC(Oc1ccccc1)C(Cl)(Cl)Cl (configuration not stated)	1	7%	i	0.3	6%	9	636	0.1%	16%	-5%	-10	-8
NCCc1c[nH]c2ccccc12	1	3%	i	1.6	-2%	17	748	6.0%	-1.8%	4%	-7	-15

Brought forward from above: 2 compounds, then new ones.
SMILES	TNAP activators	M1AAP inhibition	Myeloid diff 2	Myeloid diff 2 GFP+ MAC1+ %	PMI inhibitors	Lipid droplet	Lipid droplet cells 6.5 µM	UTI89 phage lysis	CSM14.1 death rescue	PMI inhibition	WT yeast gro inh	WT yeast gro inh mutant strain
Cc1ccccc1C(=O)NC(Oc1ccccc1)C(Cl)(Cl)Cl (configuration not stated)	1	7%	i	0.3	6%	9	636	0.1%	16%	-5%	-10	-8
NCCc1c[nH]c2ccccc12	1	3%	i	1.6	-2%	17	748	6.0%	-1.8%	4%	-7	-15
COC(=O)c1ccc(COc2cc(C)cc3oc(=O)c4c(c23)CCCC4)o1	1	5%	u	x	18%	x	x	0.0%	-1.5%	18%	20	20
O=C1CC(c2ccccc2)CC(O)=C1C=NCCN1CCN(C(=O)Cc2ccccc2)CC1 (configuration not stated)	1.1	9%	i	0.3	-6%	10	750	0.5%	-0.8%	-10%	3	1
CC1CCCN(c2ccc(C(=O)N3CCC4(CC3)OCCO4)cc2[N+](=O)[O-])C1 (configuration not stated)	1.1	5%	i	0.1	-2%	-7	598	-0.1%	2.4%	2%	27	-4
CN1CC2([N+](=O)[O-])CC=C(Cl)C([N+](=O)[O-])(C1)C2 (configuration not stated)	1.1	4%	i	0.3	2%	-5	679	0.1%	0.0%	-1%	-1	10
CN1CCN(c2cccc3c2C(=O)c2ccccc2C3=O)CC1	0.8	-1%	i	0.3	2%	8	653	0.0%	2.4%	8%	48	23
Cc1c(NC(NC(=O)CF)C(Cl)(Cl)Cl)c(=O)n(-c2ccccc2)n1C (configuration not stated)	1.1	17%	i	0.2	-13%	5	720	-2.6%	-1.4%	-7%	-10	4
CC(C)Oc1ccc(Cc2c(O)[nH]c(=O)[nH]c2=O)cc1	1	-5%	x	x	-2%	x	x	x	-1.0%	-2%	-20	7
O=C1NC(=S)N(Cc2ccco2)C(=O)/C1=C\c1cccs1	1.1	u	x	x	-27%	14	709	x	1.7%	-21%	15	6
O=C1NC(=O)N(c2ccc(F)cc2)C(=O)/C1=C/c1ccc2c(c1)CCCN2Cc1ccccc1	0.5	13%	i	0.7	-27%	-14	634	6.2%	2.2%	-43%	-6	-16
CC(=O)Nc1ccccc1C(=O)C(=O)Nc1cccc(C(=O)N2CCC3(CC2)OCCO3)c1	1.2	0%	i	0.2	-10%	8	696	0.1%	-0.9%	-10%	13	2
CCOC(=O)c1ccc(N=Cc2c(O)n(-c3ccc(OC)cc3)c(=S)[nH]c2=O)cc1	1	7%	i	0.1	27%	-5	617	0.3%	-2.2%	47%	-4	-17
CN1CCC(N2CC3CC(C2)c2cccc(=O)n2C3)CC1 (configuration not stated)	1.1	5%	i	0.5	5%	x	x	5.6%	2.8%	19%	-14	-2
CCn1c(O)c(C=Nc2ccc(S(N)(=O)=O)cc2)c(=O)n(CC)c1=S	1	1%	i	0.7	20%	14	674	1.4%	-4.7%	31%	7	8
O=C(O)c1ccc(Cl)nc1	1.1	3%	i	0.1	1%	13	588	1.1%	-1.8%	1%	-7	23
CCCC(C)n1[nH]c(=O)c2c1NC(=O)CSC2c1ccc(OC)cc1 (configuration not stated)	1.1	5%	x	x	9%	-1	778	5.6%	5.6%	-5%	18	13
Cc1cccc(-n2c(O)c(C=NC34CN5CN(CN(C5)C3)C4)c(=O)[nH]c2=O)c1	1.1	22%	i	0.2	-8%	-11	712	0.3%	-0.8%	-4%	-1	37
Cc1ccc(N(C)C(=O)Oc2ccc(C(=O)c3ccc(Cl)cc3)cc2)cc1	1.3	2%	i	0.8	16%	3	679	1.0%	-0.9%	13%	11	-9
O=C(c1cccc2ccccc12)C1CCCN(C2CCC2)C1 (configuration not stated)	1	29%	i	0.1	16%	-22	679	0.5%	-2.0%	14%	4	22
O=C(Nc1ccccc1F)OC1CN2CCC1CC2 (configuration not stated)	x	6%	i	0.5	x	-10	674	-2.5%	x	x	x	x
COc1cc(/C=N/NP(=S)(c2ccccc2)c2ccccc2)ccc1O	0.8	8%	i	1.5	5%	-3	790	0.7%	0.0%	4%	18	28
COC(=O)c1cc2c(s1)=NC=NP=2(N1CCOCC1)N1CCOCC1	1.1	5%	i	1.0&1.2	14%	x	x	-2.6%&2.1%	2.5%	13%	-14	13
CN1/C(=C\C=C2C(=O)NC(=O)NC2=O)C(C)(C)c2ccccc21	0.8	19%	+	3.8*	2%	16	785	0.3%	-0.8%	1%	8	10
Cc1cc(C=O)c(C)n1CC1CCCO1 (configuration not stated)	1	6%	i	0.6	-4%	9	798	1.6%	3.1%	-8%	17	4
CN(C)P1(N(C)C)=Nc2c(c(N)nn2C)C(c2ccccc2)=N1	1.1	12%	i	1.1&1.2	11%	x	x	11%&4.6%	-2.5%	11%	-4	50
CCc1ccc(N2C(=O)NC(=O)/C(=C/c3ccsc3)C2=O)cc1	1.1	20%	x	x	-26%	-1	714	x	3.8%	-24%	-7	3
Cc1c(P(=S)(c2ccccc2)c2ccccc2)[n+]2ccccc2n1C	1.1	8%	i	0.4&0.6	-3%	23	695	0.4%	-1.1%	2%	-6	-6
CCC(=NCCCN(CC)CC)c1c(O)n(-c2ccccc2)c(=O)[nH]c1=O	0.9	-2%	i	0.8	-4%	x	x	-0.4%	-0.5%	5%	-4	15
Cc1cc(S(=O)(=O)NCc2ccccc2)ccc1OCC(=O)N1CCN(C)CC1	1.1	-4%	i	7.1	12%	-4	732	0.5%[50 µM]	-2.6%	4%	3	8
Cc1cc2c(C(F)(F)F)cc(=O)oc2c2c1NCCC2	1	-1%	i	0.8	-11%	x	x	0.2%	-1.1%	-3%	11	18
C=CCn1c(O)c(C(CC)=NC2CC2)c(=O)[nH]c1=O	0.9	-4%	i	1.3	-11%	x	x	1.3%	-0.8%	-3%	4	6

Results in M1AAP inhibition, WT yeast gro inh and Myeloid diff 2, for 3 of the compounds above:
Molecule	M1AAP inhibition	WT yeast gro inh	Myeloid diff 2
CCn1c(O)c(C=Nc2ccc(S(N)(=O)=O)cc2)c(=O)n(CC)c1=S	1%	7	i
O=C(O)c1ccc(Cl)nc1	3%	-7	i
CCCC(C)n1[nH]c(=O)c2c1NC(=O)CSC2c1ccc(OC)cc1 (configuration not stated)	5%	18	x

High-throughput results (PubChem BioAssay)

Some of the compounds tested; rates above refer to the full screens.
